From PubChem
mIAP activ: mouse IAP activation; actives 0.24% (n = 330,000); activation factor at 10 µM; muIAP, CDP-Star luminescence, 30 min; active compounds read high; 1 = vehicle-only enzyme signal, 0 = enzyme-free wells;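 active = activation factor of at least 2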; note: the source names both 10 and 20 µM as test concentration; values of inactives mirror those of a sister screen read the other way
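Assay system: mouse IAP enzyme / Compound: DMSO-dissolved test compounds / Timing: 30 min, room temperature / Measured by: luminescence from enzymatic CDP-Star hydrolysis / Control set: DMSO-only wells, enzyme-free buffer wells as negative control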
hIAP activ: human IAP activation; purified human IAP, CDP-Star luminescence, 30 min; active compounds read high; 1 = vehicle-only enzyme, 0 = enzyme-free background; actives 0.16% (n = 330,000); activation factor at 10 µM; P09923;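 active = activation factor of the enzyme at least 2-fold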; note: the source names both 10 and 20 µM as test concentration; values of inactives mirror those of a sister screen read the other way
MIN6 prolif: inducers of beta-cell replication in MIN6 cells; MIN6 cells proliferation, ATPlite luminescence, 48 h; cells starved in 0.2% serum; 100% = growth in 10% serum; proliferation, % at 10 µM; actives 0.29% (n = 330,000);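 active = compounds whose signal lies at least 3.5 SD above the mean of all wells on their plate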;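 note: 0% = DMSO-treated cells in low-serum medium and 100% = 10% serum control; some compounds called inactive have numbers as strong as hits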
A3G deaminase: blocks human APOBEC3G single-stranded DNA deamination. actives 0.28% (n = 330,000). AID 493012. inhibition, % at 20 µM. recombinant A3G, ssDNA deamination FAM/TAMRA fluorescence;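 active = inhibition of at least 40% at 20 µM, with no more than 30% in the related APOBEC3A deaminase screen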;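 note: plate controls were DMSO wells with A3G for no effect and wells lacking A3G enzyme for full effect; some compounds called inactive have numbers as strong as hits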
Target sequence (Q9HC16 whole entry, looked up): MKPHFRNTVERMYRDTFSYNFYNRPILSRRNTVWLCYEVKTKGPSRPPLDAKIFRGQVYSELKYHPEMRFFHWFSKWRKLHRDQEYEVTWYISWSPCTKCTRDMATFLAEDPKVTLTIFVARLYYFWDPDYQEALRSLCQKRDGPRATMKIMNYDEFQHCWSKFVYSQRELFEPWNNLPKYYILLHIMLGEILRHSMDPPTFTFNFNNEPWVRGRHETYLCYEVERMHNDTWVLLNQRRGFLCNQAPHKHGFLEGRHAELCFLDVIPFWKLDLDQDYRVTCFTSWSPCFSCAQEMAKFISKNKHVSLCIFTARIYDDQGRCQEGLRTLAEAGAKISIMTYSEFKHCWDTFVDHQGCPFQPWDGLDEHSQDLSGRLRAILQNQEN
GRIN3A LBD mod: modulates the human NR3A ligand-binding domain; NR3A LBD differential scanning fluorimetry, Tm shift; 0% = protein alone, 100% = glycine-bound protein; Tm shift relative to glycine control, % at 25 µM; actives 2.5% (n = 340,000);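 active = melting temperature shift of at least 10% of the positive control shift, at one fixed dose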
A3A deaminase: blocks human APOBEC3A ssDNA deamination; actives 0.41% (n = 330,000); AID 493011; P31941; recombinant A3A, FAM/TAMRA ssDNA deamination fluorescence; inhibition, % at 20 µM;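 active = at least 40% inhibition at 20 µM here, with at most 30% in a related deaminase screen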;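 note: plate controls were A3A with DMSO for no effect and wells lacking A3A enzyme for full effect; some results filed as inactive read as strong as hits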
Target sequence (P31941 whole entry, looked up): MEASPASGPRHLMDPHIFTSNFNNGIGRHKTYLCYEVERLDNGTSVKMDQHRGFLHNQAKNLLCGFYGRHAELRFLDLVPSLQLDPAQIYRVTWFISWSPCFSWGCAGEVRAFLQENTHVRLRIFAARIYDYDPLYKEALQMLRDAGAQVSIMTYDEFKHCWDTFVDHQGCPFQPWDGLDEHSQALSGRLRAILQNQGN
mIAP inh: mouse IAP inhibition; purified mouse IAP, CDP-Star luminescence, 30 min; inhibition, % at 10 µM; actives 0.2% (n = 330,000); AID 2806;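 active = inhibition of at least 40% at 10 µM in the primary screen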;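 note: plate controls were DMSO with enzyme for no effect and no enzyme wells for full effect; values of inactives mirror those of a sister screen read the other way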
MPTP block: blocks calcium-induced mitochondrial swelling. isolated mouse mitochondria, Ca2+ swelling absorbance, 30 min. inhibition, % at 10 µM. actives 1.4% (n = 360,000). AID 602449;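 active = inhibition of 50% or more, scaled per plate between neutral and stimulator controls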;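 note: 0% = DMSO wells given calcium and 100% = 1 mM EGTA wells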
hIAP inh: human IAP inhibition; P09923; purified IAP, CDP-Star luminescence, 30 min; inhibition, % at 10 µM; actives 0.12% (n = 330,000); AID 2544;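 active = inhibition reaching a set limit with compound at 10 µM in the primary screen, cut at about 35% in these data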;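 note: plate controls were DMSO wells with enzyme for no effect and no-enzyme buffer wells for full effect; values of inactives mirror those of a sister screen read the other way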
* hit, by the source's call; · = no result given; & = joins results of further samples.

SMILES	mIAP activ	hIAP activ	MIN6 prolif	A3G deaminase	GRIN3A LBD mod	A3A deaminase	mIAP inh	MPTP block	hIAP inh
COc1ccc(-c2cc(-c3cccs3)nc(OC)c2C#N)cc1OC	0.9	1	0	-2	-3	-2	10	1.1	-4
CCCOc1ccc(N2C(=O)CC(NCc3cccnc3)C2=O)cc1 (stereo not given)	1	1.2	1	-1	-1	-2	0	-2.5	-19
COc1ccc(C(=O)NC2CCN(CC(=O)NC3CCCCC3)CC2)cc1	0.91	0.94	0	-7	-1	-3	9	0.0	6
COc1ccccc1NC(=O)CSc1nnc(COc2ccc(Cl)cc2)n1Cc1ccco1	0.95	0.97	-4	-2	-2	2	5	-0.1	3
CCCOC(=O)c1c(NC(=O)C2C3C=CC(C3)C2C(=O)O)sc2c1CCC(C)C2 (stereo not given)	0.91	1	-6	21	0	1	9	-2.3	-1
CC1(OC(=O)CCc2ccccc2)C(=O)C=C2C=C(c3ccc(C#N)cc3)N(CC3CC3)C=C2C1=O (stereo not given)	0.96	1.1	1	-4	-4	-6	4	0.2	-6
C=C(C)C(=O)Nc1cccc(C2=NOC3(C2)C[C@H](C(N)=O)N(C(=O)CC#N)C3)c1 (stereo not given in full)	0.99	1.2	-2	74*	-3	10	1	·	-16
CCS(=O)(=O)C1=NN2C(=N)/C(=C\c3ccc(OS(=O)(=O)c4ccccc4)cc3)C(=O)N=C2S1	0.94	0.87	-3	2	7	5	6	1.7	13
C/C(=N\NC(=S)NCCc1ccccc1)c1cccs1	0.94	1.2	-2	-2	-13	-3	6	0.0	-24
COc1ccc(C(=O)Cc2ccc(F)cc2)c(OC)c1	1	0.95	-1	-8	0	-6	-4	0.1	5
Cc1cccc(NC(=S)N(CCN2CCOCC2)Cc2cc3cc4c(cc3[nH]c2=O)OCO4)c1	0.97	1.1	-1	-10	1	-3	3	-0.1	-5
COc1cc2ccccc2cc1C(=O)Nc1ccccc1N1CCN(S(C)(=O)=O)CC1	0.93	1	0	9	-4	4	7	-3.2	-1
O=C(NNC(=O)C1CCCO1)c1ccc(F)cc1 (stereo not given)	1.1	1	-2	8	-1	-1	-7	-0.2	-3
O=c1oc(-c2ccco2)nc2sc3c(c12)CCCCC3	1	1	-2	-5	1	-4	-1	-0.9	-4
CC(NC(=O)c1ccc(NC2=NC3CS(=O)(=O)CC3S2)cc1)c1ccccc1 (stereo not given)	1.1	0.96	-3	-6	-3	-1	-9	-2.5	4
COC(=O)[C@H](CC(C)C)NC(=O)NCCCc1ccccc1	0.99	1.1	0	-4	0	1	1	0.4	-10
CCC1CCCCN1CCCNC(=O)C1CCCN(c2ncnc3c2nc2n3CCCCC2)C1 (stereo not given)	1	1	2	11	-3	1	-3	0.0	-4
O=C(/C=C/c1cccs1)N1CCN(c2ccccc2F)CC1	1.1	0.94	-3	-1	-1	5	-6	0.0	6
COC(=O)C1=C(C)NC(=O)/C1=C\c1cc(C)n(-c2c(C)cccc2C)c1C	0.96	0.7	-4	3	-1	-3	4	3.4	30
CCCCCN(C(=O)NC(=O)Nc1ccc(C)cc1)S(=O)(=O)c1ccccc1	1.2	0.93	-3	-3	0	2	-22	21	7
Cc1cc(OCC(=O)NC2CCN(Cc3ccccc3)CC2)c2c(C)c(C)c(=O)oc2c1	1.1	1.2	-2	-3	-1	-3	-9	-0.5	-16
COCCCn1c(=O)c2sccc2n(Cc2ccc(C)cc2)c1=O	0.84	1.2	-3	1	4	-3	16	-0.5	-16
COc1cc(OC)cc(C(=O)NC(=S)N2CCCCCC2)c1	0.98	1	0	-3	-2	-6	2	1.2	0
COC(=O)c1c(-c2ccccc2)csc1N1C(=O)Nc2ccccc2N1O	0.96	1.3	-6	-4	5	-5	4	0.3	-35
CCCCCn1c(=N)n(CC(O)COc2ccccc2OC)c2ccccc21 (stereo not given)	1.1&1	0.97&0.9	-6&-6	0&-5	-1&-1	4&4	-7&-3	46&21	3&10
O=C(Nc1ccccc1)OCCOc1ccccc1	1	1.3	-2	-5	-11	-5	-1	-1.5	-30
O=C(NC1CCCCCC1)C1CCC(CNS(=O)(=O)c2ccc(Br)s2)CC1 (stereo not given)	1	0.98	0	-2	1	-1	-2	-1.7	2
COc1cc(C=O)ccc1OCc1ccc(Cl)nc1	0.98	0.92	0	-1	0	4	2	-0.3	8
O=C(CN(CC1CCCO1)C(=O)CCC(=O)Nc1ccccn1)NCC1CCCO1 (stereo not given)	1.1	0.99	-1	-4	1	-2	-6	-0.4	1
CSCCC1NC(=O)N(CC(=O)Nc2ccc3c(c2)OCCO3)C1=O (stereo not given)	1.1	0.98	-2	-6	0	-2	-7	-0.7	2
CC1CCCN(C(C(=O)Nc2ccc3c(c2)OCO3)c2ccccc2)C1 (stereo not given)	1.3	0.76	-4	-8	-4	-4	-32	-0.5	24
C=C1C(=O)O[C@H]2C[C@]3(C)C([C@@H](OC(=O)/C(C)=C/C)[C@H]12)[C@](C)(O)CC[C@H]3O (stereo not given in full)	0.96	1	-2	-8	-4	-4	4	0.1	-1
O=C(N/N=C/C=C\c1ccccc1)c1cnccn1	0.99	1.2	-1	-3	-3	-1	0	-0.5	-17
O=C(COc1cccc(NC(=O)c2cccc([N+](=O)[O-])c2)c1)c1ccc(F)cc1	0.9	0.9	-5	-3	1	6	10	-0.8	10
COc1ccc(N2CC(C(=O)N[C@@H](C)C(=O)NCc3ccccc3OC)CC2=O)cc1 (stereo not given in full)	0.95	1.3	-3	5	-2	4	5	-0.8	-35
COc1cccc(NC(=O)CN(C)C(=O)c2cccc(S(=O)(=O)Nc3ccc(C)cc3)c2)c1	1	0.84	-3	-6	-2	-4	-1	-0.7	16
Cc1nnc(SCC2=C(C(=O)O)N3C(=O)C(NC(=O)c4cccc(F)c4F)C3SC2)s1 (stereo not given)	0.98	1.1	2	3	2	11	2	-2.8	-10
O=C(NC(CO)Cc1ccc([N+](=O)[O-])cc1)C(Cl)Cl (stereo not given)	0.92	0.98	3	0	-4	0	8	0.0	2
CN1CCN(NC(=O)Nc2cccc(Cl)c2Cl)CC1	0.95	1.2	-1	-9	1	-7	5	-4.5	-22
O=C(C1CCN(S(=O)(=O)c2ccccc2)CC1)N1CCc2ccccc21	0.91	1.1	-2	-2	0	2	9	0.0	-12
CCn1c(COc2ccc(=O)n(-c3ccccc3)n2)nnc1SCc1ccc(OC)cc1	0.93	0.94	1	-8	0	1	7	1.1	6
CN(C(=O)Cn1cc(C#N)c2ccccc21)c1ccccc1	0.94	1.1	-2	0	0	4	6	0.1	-13
Cn1ncc(Br)c1C(=O)Nc1ccc(Br)cn1	0.94	0.89	0	-6	-3	-2	6	0.6	11
Cc1ccc(F)cc1NC(=S)NCCc1ccccc1	1.1	1.1	-4	-7	-2	-7	-14	16	-8
Cc1ccc(NC(=O)c2ccco2)c([N+](=O)[O-])c1	0.97	0.95	-2	1	-1	-2	3	-1.4	5
Cc1ccc(C(=O)NNC(=O)CSc2nnc3c(n2)[nH]c2ccc(C)cc23)cc1	0.89	0.81	-3	-1	0	4	11	-1.1	20
COc1ccccc1C1=NNC(=NCc2ccccc2)SC1	1.2	1	-1	-3	0	2	-18	-2.2	-3
Cc1ccc(S(=O)(=O)/C(C#N)=C/c2c(N3CCN(C)CC3)nc3c(C)cccn3c2=O)cc1	0.81	1	-1	-4	0	-4	19	-6.2	-3

Arranged by molar mass (low to high): part of the list above.
SMILES	mIAP activ	hIAP activ	MIN6 prolif	A3G deaminase	GRIN3A LBD mod	A3A deaminase	mIAP inh	MPTP block	hIAP inh
Cc1ccc(NC(=O)c2ccco2)c([N+](=O)[O-])c1	0.97	0.95	-2	1	-1	-2	3	-1.4	5
COc1ccccc1C1=NNC(=NCc2ccccc2)SC1	1.2	1	-1	-3	0	2	-18	-2.2	-3
Cn1ncc(Br)c1C(=O)Nc1ccc(Br)cn1	0.94	0.89	0	-6	-3	-2	6	0.6	11
Cc1ccc(S(=O)(=O)/C(C#N)=C/c2c(N3CCN(C)CC3)nc3c(C)cccn3c2=O)cc1	0.81	1	-1	-4	0	-4	19	-6.2	-3

The listing continues.
SMILES	mIAP activ	hIAP activ	MIN6 prolif	A3G deaminase	GRIN3A LBD mod	A3A deaminase	mIAP inh	MPTP block	hIAP inh
COc1ccc(C(=O)OCCN2CCN(C3=NS(=O)(=O)c4ccccc43)CC2)cc1OC	0.98	0.85	5	-7	-1	-2	2	-0.2	15
Cc1ccc(Nc2nc(CSc3nnc(-c4cccnc4)n3-c3ccccc3C)cs2)cc1	0.97	1.1	-4	-10	-2	-2	3	1.1	-7
COc1ccc(O)c(C2=Nc3ccccc3N=C(c3ccccc3)C2)c1	0.95	1	-6	1	-1	3	5	1.9	-3
Nc1cc(=O)[nH]c(SCc2nnc(-c3ccccc3)o2)n1	0.84	0.88	-2	-3	0	-2	16	1.5	12
CCN(CC)CCCNc1cc(C(F)(F)F)c(C#N)c2nc3ccccc3n12	1	1.1	2	-2	-3	2	-3	0.4	-12
Cc1ccc(C(C(=O)NCc2ccco2)N(C(=O)Cn2nnc3ccccc32)c2ccccc2)o1 (stereo not given)	1.1	1	0	-5	-5	-3	-6	1.8	-3
CCOC(=O)CSc1nc2ccsc2c(=O)n1C1CCN(C(=O)OCC)CC1	1.1	1.1	1	-5	-2	-6	-9	-0.7	-14
CCOC(=O)N1CCN(S(=O)(=O)c2ccc(C(=O)NNc3nc4c(C)cccc4s3)cc2)CC1	0.89	1.4	-6	-5	-26	-2	11	3.1	-43
N#CCNC(=O)C1CC(=O)N(CCc2ccc(F)cc2)C1 (stereo not given)	1.1	0.85	-1	-2	2	-1	-6	2.9	15
CCc1ccc[n+](-c2[nH]c(=O)sc2/C=N/N=C(\[O-])CCn2c3ccccc3c3ccccc32)c1	0.9	0.88	3	-9	0	0	10	0.4	12
O=C(c1c[nH]c2ccccc12)N1CCN(Cc2ccccc2)CC1	1.1	0.97	-2	-6	0	-9	-10	-2.5	3
CCOC(=O)Cc1csc(NC(=O)c2cc(C)on2)n1	0.95	1.1	-3	-1	1	2	5	1.6	-8
CN(C)CCCN(C(=O)c1ccc(C(=O)c2ccccc2)cc1)c1nc2ccc(F)cc2s1	0.92	0.92	-8	-7	2	-5	8	27	8
CN(Cc1cccc(F)c1)C(=O)c1ccc(S(=O)(=O)C(F)F)cc1	1.1	0.9	0	1	3	8	-5	3.4	10
O=C(CSCc1ccc(Cl)cc1)NCc1ccccn1	0.88	0.98	-4	-3	-3	-1	12	-2.8	2
CN(C(=O)CSc1ncc(C(F)(F)F)cc1Cl)c1c(N)n(Cc2ccccc2)c(=O)[nH]c1=O	0.93	0.99	-4	-5	0	3	7	0.1	1
CC(C)(C)OC(=O)NC(Cc1ccccc1)C(=O)N1CCCC1C(=O)O (stereo not given)	0.99	1	-3	-19	2	-4	1	0.9	-1
Cc1nc(NC(=O)c2ccc(Cl)cc2)nc2cc3c(cc12)OCO3	1.1	1.2	0	-8	-1	0	-7	-1.0	-21
Cc1cc(C)n(CC(=O)NNC(=O)c2ccc(NC(=O)CC#N)cc2)n1	0.89	1.3	-2	-4	-3	3	11	-1.3	-26
CC(C)CCn1cnc2c1c(=O)n(CC(=O)NC(N)=O)c(=O)n2Cc1ccccc1	0.88	0.93	0	-6	3	-4	12	0.0	7
Cc1cccc(C(C)C)c1NC(=O)C1CCN(S(=O)(=O)c2ccccc2)CC1	1.1	1.5	4	-4	0	-1	-8	-0.1	-52
Cc1cccc(CC(=O)c2c[nH]c3ccccc23)c1	1.1	0.98	0	-2	-2	1	-9	8.4	2

Compounds as they come, and some 5% of all compounds hit somewhere here.
